beta cell repl: inducers of MIN6 beta-cell proliferation, primary screen, ATP luminescence, uHTS. proliferation, % at 10 µM. AID 2380, 2010. actives 0.29% (n = 330,000). MIN6 cells proliferation, ATPlite luminescence, 48 h; cells starved in 0.2% serum; 100% = growth in 10% serum;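 active means compounds whose signal lies at least 3.5 SD above the mean of all wells on their plate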;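 further: 0% = DMSO-treated cells in low-serum medium and 100% = 10% serum control; some compounds called inactive have numbers as strong as hits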
tim10-1 inh: growth inhibitors of tim10-1 mutant yeast, primary screen, luminescence, uHTS. S. cerevisiae tim10-1 ts strain growth, BacTiter-Glo, 24 h. inhibition, % at 20 µM. actives 2.2% (n = 330,000). AID 463190, 2010;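 active means inhibition of at least 40%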;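 further: mutant grown at 25 °C; 0% = DMSO wells with yeast and 100% = wells holding no yeast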
APJ antag: antagonists of human apelin receptor APJ, primary screen, CHO-K1 cells, beta-arrestin complementation, luminescence; actives 0.32% (n = 330,000); inhibition, % at 20 µM;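 active means inhibition above about 40% at 20 µM, limit read from the data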;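 further: cells challenged with 10 nM apelin-13 agonist together with compound; plate controls were apelin-13 plus DMSO wells for no effect and DMSO wells lacking apelin-13 for full effect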
Target sequence (P35414 whole entry, looked up): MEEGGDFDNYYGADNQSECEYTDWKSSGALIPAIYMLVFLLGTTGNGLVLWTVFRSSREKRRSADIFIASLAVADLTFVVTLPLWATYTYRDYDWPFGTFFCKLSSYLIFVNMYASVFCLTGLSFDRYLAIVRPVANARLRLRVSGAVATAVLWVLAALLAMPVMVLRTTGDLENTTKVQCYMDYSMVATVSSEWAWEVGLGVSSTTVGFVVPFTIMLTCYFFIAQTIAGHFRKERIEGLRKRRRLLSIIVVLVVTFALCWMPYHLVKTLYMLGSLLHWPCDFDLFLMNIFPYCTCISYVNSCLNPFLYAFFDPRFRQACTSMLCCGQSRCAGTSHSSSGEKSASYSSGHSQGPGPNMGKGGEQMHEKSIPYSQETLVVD
GRIN3A LBD mod: binders of NR3A ligand-binding domain, primary screen, biophysical, differential scanning fluorimetry, uHTS | Tm shift relative to glycine control, % at 25 µM | Glutamate receptor ionotropic, NMDA 3A (GRIN3A) ligand-binding domain | NR3A LBD differential scanning fluorimetry, Tm shift; 0% = protein alone, 100% = glycine-bound protein | AID 1259313, 2017 | actives 2.5% (n = 340,000);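 active means melting temperature shift of at least 10% of the positive control shift, at one fixed dose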
APJ agonist: agonists of human apelin receptor APJ, primary screen, CHO-K1 cells, PathHunter beta-arrestin, luminescence; P35414; 0% DMSO wells, 100% apelin; activation, % at 20 µM; actives 0.11% (n = 330,000);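 active means activation more than six SD over the plate average, tested at 20 µM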;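 further: 0% = DMSO alone and 100% = apelin-13 at 10 nM; some results filed as inactive read as strong as hits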
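Assay system: CHO-K1 APJ beta-arrestin complementation cell line / Compound: single test compound dose, 20 µM final, 1% DMSO / Times: overnight seeding, 90 min compound at 25 °C, 1 h detection / Technique: beta-gal luminescence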
tim23-1 inh: growth inhibitors of tim23-1 mutant yeast, primary screen, luminescence, uHTS | inhibition, % at 20 µM | actives 1.3% (n = 330,000) | S. cerevisiae tim23-1 growth, BacTiter-Glo luminescence, 24 h | AID 463212, 2010;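 active means growth inhibition of the mutant yeast at or above 50%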;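 further: temperature-sensitive mutant grown at 25 °C; plate controls were DMSO-treated mutant yeast for no effect and medium wells lacking yeast for full effect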
TIM10 inh: growth inhibitors of isogenic TIM10 control yeast, primary screen, counter-screen for tim10-1 yeast inhibitor project, luminescence, uHTS; inhibition, % at 10 µM; AID 463195, 2010; actives 1.4% (n = 330,000); S. cerevisiae TIM10 strain growth, BacTiter-Glo luminescence, 24 h;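 active means inhibition of 40% or more at the single tested concentration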;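 further: wild-type TIM10 isogenic control strain grown at permissive 25 °C; 0% = DMSO yeast wells and 100% = minimal medium wells without yeast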
MPTP block: mitochondrial permeability transition pore inhibitors, primary screen, biochemical, isolated mouse mitochondria, absorbance; Ca2+ swelling absorbance, 30 min; inhibition, % at 10 µM; actives 1.4% (n = 360,000); AID 602449, 2012;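 active means inhibition of 50% or more, scaled per plate between neutral and stimulator controls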;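 further: 0% = DMSO wells given calcium and 100% = 1 mM EGTA wells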
NALP3 yeast inh: NALP3 inflammasome inhibitors in reconstituted yeast, primary screen, luminescence, uHTS | Yeast reconstituted NLRP3/ASC/caspase-1, beta-gal luminescence, 24 h | inhibition, % at 10 µM | actives 0.39% (n = 330,000);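 active means inhibition of 50% or more; inactive means inhibition below 50%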;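 further: plate controls were induced DMSO wells for no effect and uninduced yeast grown without galactose for full effect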
Starred values were filed as active, the others as inactive; . = no result given.

Values run as follows: beta cell repl	tim10-1 inh	APJ antag	GRIN3A LBD mod	APJ agonist	tim23-1 inh	TIM10 inh	MPTP block	NALP3 yeast inh
1. CC(C)(C(=O)c1ccccc1)/[N+]([O-])=C/c1ccc(F)cc1
→ -1	6	-9	-2	-2	1	-6	-0.4	18
2. CC(C)n1cc(CN2CCC(C(=O)Nc3cccc(-c4cccc(Cl)c4)c3)CC2)cn1
→ -7	16	9	-3	4	17	10	-0.1	14
3. COc1ccccc1NC(=O)C(C)Sc1nnnn1C (stereo not drawn)
→ -1	4	0	2	-1	8	14	-5.1	16
4. Cc1ccc2cccc(NC(=S)NC(=O)c3ccn(C)n3)c2n1
→ -2	41*	8	1	-6	45	48*	0.2	29
5. CCNC(=S)NNc1nnc(-c2ccccc2)c(-c2ccccc2)n1
→ -2	8	49*	2	-8	6	-5	-0.1	17
6. CC(Oc1ccc(Br)cc1)C(=O)NNC(=O)CCN1CCN(c2ccccc2)CC1 (stereo not drawn)
→ -4	-5	-1	2	-9	-12	6	-0.1	17
7. O=c1[nH]c(=O)n(Cc2ccccc2)c2nc(-c3cccs3)n(CCO)c12
→ -3	-13	-3	-2	-3	-8	-17	.	-8
8. CC(C)(C)C1CCc2c(sc(NC(=O)c3cc(C4CC4)on3)c2C#N)C1 (stereo not drawn)
→ -3	-7	12	4	3	21	-9	5.6	-7
9. CN(C)c1ccc(-c2ccccc2)nn1
→ -4	8	3	-1	-2	22	1	0.2	35
10. COC(=O)c1cc2ccsc2n1Cc1nc(-c2ccc(Cl)cc2)oc1C
→ -6	0	3	0	-1	14	-11	3.9	23
11. COc1ccccc1C(=O)Nc1ccc(NC(=O)c2ccco2)c(C)c1
→ -1	3	-12	-3	-2	16	-2	2.0	51*
12. O=C(CSc1ccc2ccccc2c1)NCCc1ccc(O)c(O)c1
→ -6	24	-17	-8	-1	13	15	3.9	11
13. Cc1ccc(S(=O)(=O)CCC(=O)OCc2ccc(Cl)c(Cl)c2)cc1
→ -3	10	4	3	-2	14	2	-0.8	8
14. Cc1cc(C(=O)N/N=C/c2ccc3c(c2)OCO3)c(C)n1-c1ccc(F)cc1
→ -2	-5	10	-1	-3	30	9	0.0	-7
15. CC(C)n1nc(CC(=O)O)c2ccccc2c1=O
→ 1	1	7	-1	1	-3	-4	0.7	10
16. COc1cc(OC)cc(-n2nc(C(=O)N3CC(C)CC(C)C3)c3ccccc3c2=O)c1 (stereo not drawn)
→ -1	33	-27	-1	3	35	25	-0.7	19
17. COc1cc2c(cc1OC)CN(CC(=O)Nc1ccccc1C(=O)NCc1ccccc1)CC2
→ -1	7	10	-1	0	16	-9	-0.4	8
18. Cc1noc(C)c1COC(=O)c1cc(S(=O)(=O)N2CCOCC2)ccc1F
→ -2	4	-15	0	-2	14	-4	-2.4	1
19. O=C(Cc1cccs1)N/N=C/C=C\c1ccccc1[N+](=O)[O-]
→ -4	2	1	-4	-1	17	-21	0.1	33
20. Cc1nc(CN2CCOCC2)cc(=O)[nH]1
→ -1	12	1	0	0	19	6	-1.5	-1
21. COc1cccc(C(=O)N/N=C2\SCC(=O)N2Cc2ccc3c(c2)OCO3)c1
→ 2	9	17	-2	-1	7	-3	2.4	-5
22. CCOC(=O)C1CCN(C(=O)CN(c2cccc(OC)c2)S(=O)(=O)c2ccccc2)CC1
→ -5	16	6	0	-5	17	27	-0.2	19
23. O=C(COC(=O)/C=C/c1ccccc1)NCc1ccccc1Cl
→ -2	16	-8	-1	-2	3	7	-1.0	-20
24. CCOC(=O)C1CCN(CCC(=O)Nc2ccccc2)CC1
→ -1	6	10	-1	-2	-2	1	0.1	-4
25. NNc1nc2cccnc2n(CCNc2ncc(C(F)(F)F)cc2Cl)c1=O
→ -4	8	-9	-1	-3	12	8	0.5	11
26. C=CCOc1cccc(C(=O)N2CCCC(Nc3ccc(F)cc3)C2)c1 (stereo not drawn)
→ -1	18	-3	-1	4	20	-12	0.3	2
27. Nc1nc2c([N+](=O)[O-])cccc2s1
→ -3	-3	22	2	-3	0	-7	-1.8	-5
28. Cc1ccc(C(C)NC(=S)NCc2ccc(F)cc2)c(C)c1 (stereo not drawn)
→ -8	33	3	2	8	8	-24	44	30
29. NS(=O)(=O)c1ccc(NC(=S)NC(=O)c2cccs2)cc1
→ -1	9	16	-1	1	17	-10	1.4	25
30. CCc1ccc(S(=O)(=O)NC(CC(=O)O)c2ccccc2)cc1 (stereo not drawn)
→ -2	19	-6	0	-4	10	14	0.5	20
31. Cc1ccc(CNc2ccc3c(c2)ncn3C(C)C)cc1
→ -1	6	17	-3	-5	17	39	3.2	20
32. Cn1cncc1C#Cc1c(-c2ccc(S(C)(=O)=O)cc2)sc2ccccc12
→ -2	24	-22	-14	1	39	13	-2.2	-1
33. CCCNC(=O)c1c(N)n(-c2ccc3c(c2)OCO3)c2nc3ccccc3nc12
→ -1	3	15	0	0	-20	-8	5.3	23
34. Cc1cccc[n+]1CC(=O)c1ccccc1
→ 1	-8	11	1	-5	8	4	-1.7	4
35. O=C(Nc1ccc(N2CCOCC2)c(Cl)c1)c1cc(F)c(F)cc1Cl
→ 0	23	18	-1	1	5	16	-0.7	-25
36. O=C(Nc1ccccc1)NN(C(=O)CCl)c1ccccc1
→ -7	26	-5	-3	-1	32	22	-1.2	3
37. O=C(C[n+]1cc(-c2ccccc2)n2c1CCC2)N1c2ccccc2Sc2ccccc21
→ -6	0	-1	-1	0	10	15	2.6	5
38. COCCN(C(=O)Cn1nnc2ccccc21)C(C(=O)NC1CCCC1)c1ccc(OC)cc1OC (stereo not drawn)
→ 0	15	10	0	-2	1	7	-1.9	13
39. C/C(Cl)=C/CSc1nc2c(c(=O)[nH]c(=O)n2C)n1C(C)C
→ 1	8	-31	-4	1	12	-1	0.5	20
40. C(=C\c1nc(-c2ccccc2)no1)/c1ccccc1
→ -1	-3	5	4	-1	7	8	2.6	10

Only MPTP block and APJ antag, for some of the entries so far:
# | Molecule | MPTP block | APJ antag
15 | CC(C)n1nc(CC(=O)O)c2ccccc2c1=O | 0.7 | 7
16 | COc1cc(OC)cc(-n2nc(C(=O)N3CC(C)CC(C)C3)c3ccccc3c2=O)c1 (stereo not drawn) | -0.7 | -27

Continuation:
Values run as follows: beta cell repl	tim10-1 inh	APJ antag	GRIN3A LBD mod	APJ agonist	tim23-1 inh	TIM10 inh	MPTP block	NALP3 yeast inh
41. CCOC(=O)c1ccc(NC(=O)CN2C(=O)CSC(C)C2=O)cc1 (stereo not drawn)
→ -2	20	-5	-2	3	2	15	1.5	-5
42. COCCCNc1ncnc2c1sc1nc(-c3ccco3)c3c(c12)CC(C)(C)OC3
→ 0	6	9	-1	-1	8	19	0.6	-5
43. COc1ccc(/C=C2\SC(=O)N(CC(=O)NNC(=O)c3ccccc3O)C2=O)cc1OC
→ -3	22	-17	-4	-3	-5	-15	1.4	4
44. COC(=O)c1cc2c(C)c(C)c3ccccn3c-2c1C(=O)OC
→ 0	25	13	0	-3	23	27	-2.9	9
45. O=C1COc2ccc(C(=O)CSc3nnc(-c4cccs4)n3Cc3ccccc3)cc2N1
→ -2	19	28	1	-3	2	14	-0.8	-1
46. COc1ccc(CNC(=O)C2=CC(c3ccc(OC)cc3)=NS(=O)(=O)N2C)cc1
→ -5	20	6	-10	-5	13	7	1.1	17
47. O=C(C1Cc2ccccc2CN1S(=O)(=O)c1cccs1)N1CCCCC1 (stereo not drawn)
→ -2	32	33	-1	-3	11	36	1.0	-1
48. CCOc1ccc(C2C(C(=O)c3cccs3)=C(O)C(=O)N2CCN2CCOCC2)cc1 (stereo not drawn)
→ -1	-6	16	4	-4	-6	-5	0.2	2
49. COc1ccc(/C=N\NC(=O)C2CCCC2)cc1Br
→ 4	4	-11	-1	-3	23	7	-0.1	12
50. Oc1ccc(C2C[C@H]3CC[C@@H]2C3)cc1O (stereo partly drawn)
→ -6	17	-21	0	-1	52*	26	-0.5	2
51. Cc1ccc(CN(Cc2cccnc2)C(=S)Nc2cc(Cl)ccc2C)cc1
→ -7	29	8	-6	-2	2	31	-0.9	-3
52. O=C(CCc1ccc(S(=O)(=O)NC2CCCCC2)cc1)NCc1cccnc1
→ -1	-5	7	-1	-2	8	-2	-0.5	0
53. COc1ccc(-c2cc(-c3n[nH]c(=S)n3-c3ccccc3OC)[nH]n2)cc1
→ 0	-6	15	6	1	3	4	0.0	1
54. COc1ccc(C(=O)NC2CCN(CC(=O)Nc3cccc(C)c3)CC2)cc1OC
→ -4	-14	16	2	-1	11	3	-1.1	-7
55. O=C(O)C(CCCCN1C(=O)C2C3C=CC(C3)C2C1=O)N1C(=O)C2C3C=CC(C3)C2C1=O (stereo not drawn)
→ -3	1	-11	-1	-1	-7	-15	-1.0	4
56. O=C(c1ccccc1)c1c[nH]c(C(=O)NNc2ccccc2)c1
→ -4	-31	8	1	-7	-7	-45	0.5	17
57. C#CCNC(=O)C1=C[C@H](c2coc3ccccc3c2=O)C[C@H](OCc2ccc(CO)cc2)O1
→ -3	-12	15	1	8	2	-15	-0.4	5
58. Cn1c(SCCOc2cccc(Cl)c2)nnc1-c1ccncc1
→ -3	-4	19	-2	0	19	-8	1.6	20
59. COc1ccc(CNC(=O)CN(C(=O)c2csnn2)c2ccc(F)cc2)cc1
→ 0	-16	5	-1	2	1	-1	1.5	11
60. COc1cc(C(=O)N2CCCc3ccccc32)cc(OC)c1OC
→ 0	22	1	0	-7	20	2	0.1	1
61. CCOC(=O)C1(Cc2cccc(OC)c2)CCN(C2CCOCC2)CC1
→ -3	0	-3	0	-4	-5	6	-0.5	7
62. NS(=O)(=O)c1ccc(NC(=O)NC2CCCCC2)cc1
→ -3	3	21	-22	0	10	4	0.3	18
63. O=C(CNC(=O)c1sc2ccccc2c1Cl)Nc1ccccc1F
→ -2	-11	2	5	-1	-26	-6	-1.5	14
64. COc1cc2c(C#N)c(N3CCc4ccccc4C3)nc(N)c2c(N)n1
→ -5	38	-6	2	0	21	13	1.4	-11
65. CCOC(=O)c1c(NC(=O)CSc2nc3nc(C)cc(C)n3n2)sc(CC)c1C
→ 4	11	-8	-1	-3	-19	18	15	7
66. CCOC(=O)C1(CC2CCCCO2)CCN(Cc2cccnc2)CC1 (stereo not drawn)
→ -2	1	12	-2	1	4	-5	0.3	6
67. Cc1cc(=O)oc2cc(NC(=O)COc3ccccc3[N+](=O)[O-])ccc12
→ 2	-2	-10	-4	1	-7	-30	-0.1	-5
68. CS(=O)(=O)N(Cc1ccccc1)c1ccc(C(=O)Nc2ccccc2C(=O)O)cc1
→ -3	0	17	-5	-1	-4	3	1.6	13
69. Cn1c(O)c(N=NC(=N)N)c2ccccc21
→ -1	-1	-19	-1	-4	2	6	-0.5	5
70. Cc1ccc(S(=O)(=O)N2CCN(C(=O)COC(=O)CNC(=O)c3ccc(Cl)cc3Cl)CC2)cc1
→ 1	-1	13	1	1	12	-1	0.5	20
71. CC1=Nn2c(nnc2-c2ccccc2Cl)SC1
→ -1	-4	5	4	1	-7	12	0.0	0
72. CCOc1ccccc1CNC(=O)CNC(=O)c1cccs1
→ 17*	19	-2	-1	-5	15	3	1.5	3
73. COc1ccc(CCNC(=O)C23CN(Cc4ccccc4)CC2C(c2cccc([N+](=O)[O-])c2)=NO3)cc1 (stereo not drawn)
→ -4	23	-2	-2	2	30	9	-1.4	6

Compound activity from PubChem.
